S3 lipid droplet = qHTS Assay for Lipid Storage Modulators in Drosophila S3 Cells | Drosophila S3 cells, BODIPY lipid droplet fluorescence, 18-24 h; cells fed with added oleic acid | Potency in µM for hits, for the others lipid storage change, negative = inhibition, % at the top dose, mostly 46.1 µM | actives 0.64% (n = 320,000) | AID 2685; active = well fitted inhibition curve with a large enough effect in the signal ratio, with a control signal flat, not every such curve was filed as active; inconclusive = small, poorly fitted or top-dose-only effect, or effect the other way, or a change in a side signal; the % refers to the signal ratio
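Drosophila S3 cells got compounds at several concentrations plus oleic acid (400 uM solution). Laser-scanning cytometry with 488 nm excitation read lipid droplets at 500-530 nm and cells at 575-640 nm. Percent activity was relative to 20 uM Triacsin C.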
S3 lipid droplet cell count max = further read-out of S3 lipid droplet, marked with its call; cell number change, %; measured here: cell count max response;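 cells counted by Cell Tracker Red CMTPX staining in the red channel; peak over a dose series mostly up to 46.1 µM; percent activity relative to internal control wells on each plate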
* hit, by the source's call; i = inactive; ? = inconclusive; . = no result given. % is set by controls: 0 for no effect and ±100 for the full control effect; potency is the fitted concentration of half-maximal effect. These rows are one share of the data; count on the stated rates, not on these rows.

No.	SMILES	S3 lipid droplet	S3 lipid droplet cell count max
1	COc1ccc(CCNC(=S)N(C)C)cc1OC	17%	-5
2	CCc1cc2cc3c(cc2nc1SCC(=O)Nc1cc(OC)c(OC)cc1C(=O)O)OCO3	?	.
3	O=C(Nc1cccc(Cl)c1)c1ccc(NCC2CCCO2)c([N+](=O)[O-])c1 (configuration not stated)	?	.
4	CCOc1ccc(-c2nnc3ccc(SCc4ccc(C(=O)OC)o4)nn23)cc1	?	.
5	O=C(CCCCCCC(=O)NCc1ccccc1)NCc1ccccc1	?	.
6	O=C(NC1CCCCC1)N1CCC(n2c(=O)[nH]c3ccccc32)CC1	?	.
7	O=C(O)C1CCCCC1C(=O)Nc1ccc(F)c(F)c1 (configuration not stated)	?	.
8	O=C(O)c1ccc(S(=O)(=O)N[C@H](Cc2ccc(C(F)(F)F)cc2)C(=O)O)cc1	1%	3
9	Cc1cc(NC(=O)CSc2nnc(Cn3c(=O)sc4ccccc43)n2-c2ccccc2C)no1	5%	-10
10	Cc1ccc(C)n1-c1cc([N+](=O)[O-])ccc1-n1ccnc1	?	.
11	COc1cccc(OC)c1OC(=O)c1cnccn1	?	.
12	COC(CNC(=O)c1ccc2nc3ccccc3c(=O)n2c1)OC	?	.
13	Cc1ccc(-n2[nH]c(C)c(CCC#N)c2=O)cc1	?	.
14	CCN(CC)CP(=O)(c1ccccc1)c1ccccc1	?	.
15	CC(=O)NC(Cc1ccc(C)cc1)C(=O)NC1CCN(S(=O)(=O)c2ccccc2)CC1 (configuration not stated)	?	.
16	Cc1ccc(CNC(=O)C23CN(Cc4ccccc4)CC2C(c2ccc([N+](=O)[O-])cc2)=NO3)o1 (configuration not stated)	9%	-12
17	O=C1OCCC1Sc1nc2cc(Cl)ccc2n1Cc1ccccc1 (configuration not stated)	?	.
18	Cn1c(SC/C=C/c2ccccc2)nnc1-c1ccco1	6%	2
19	CCc1ccc(C(=O)c2ccccc2C(=O)O)s1	-5%	9
20	CC(=O)c1ccc(S(=O)(=O)N(C)CC(=O)NCC2CCCCC2)cc1	i	9
21	Cc1ccc2nc(COc3ccc(Cl)cc3)cc(=O)n2c1	?	.
22	Cc1cc(C)cc(-n2ccnc2SCC(=O)Nc2ccc3c(c2)OCCO3)c1	?	.
23	COc1ccc(CCNC(=O)C2=CCN(S(=O)(=O)c3ccc(F)cc3)CC2)cc1OC	?	.
24	CC#C[C@@H](CC)c1ccc2ccn(C)c2c1	?	.
25	Cc1cc(C)nc(SCc2ccc([N+](=O)[O-])cc2)n1	-13%	-8
26	CC(=O)NCCC1CCCCN1Cc1nc(Cc2cccc(C(F)(F)F)c2)no1 (configuration not stated)	9%	9
27	O=C(NCc1ccco1)c1cccc(Nc2nc3ccc(Br)cc3[nH]2)c1	i	.
28	O=C(COc1ccccc1O)N1CCN(C(=O)c2ccco2)CC1	i	-5
29	CNC(=O)COC(=O)c1cc(SC)ccc1Cl	?	.
30	COCC1=C(C(=O)OC)C(c2cccs2)n2ncnc2N1 (configuration not stated)	5%	9
31	O=C(Nc1ccc(Cl)c(Cl)c1)OCc1cnc(Cl)s1	?	.
32	COc1ccc(C(=O)Nc2ccc(NC(=O)c3ccco3)c(Cl)c2)cc1OC	?	.
33	COc1ccc(S(=O)(=O)N(CC(=O)NCc2cccnc2)C2CCCCC2)cc1OC	?	.
34	C=CCNC(=S)NCc1cccnc1	?	.
35	COC(=O)C1=NNC2(c3ccc(Cl)cc3)C(=O)N(c3ccccc3)C(=O)C12 (configuration not stated)	10%	0
36	Cc1ccc(S(=O)(=O)Nc2ccc(O)c3ncccc23)cc1	?	.
37	CCCCCN(C(=O)CCC(=O)OCc1cc(C)ccc1C)c1c(N)n(CCCC)c(=O)[nH]c1=O	?	.
38	C#CCOCCOCCOCCNc1nc(N2CCN(C(=O)[C@H](Cc3ccc(O)cc3)n3cc(C(N)CC(C)C)nn3)CC2)nc(N2CCN(C(=O)[C@H](CCC(=O)O)n3cc(C(N)[C@H](C)CC)nn3)CC2)n1 (some centres not stated)	-8%	2
39	Cc1cccc(C(=O)Nc2oc(-c3ccccc3)cc2C#N)c1	?	.
40	S=c1[nH]nc(CNc2ccc(Cl)cc2)n1Cc1ccccc1	13%	-19
41	O=C(Cc1ccc(-n2cccc2)cc1)NCc1ccccc1Cl	?	.
42	CCOC(=O)c1c(NC(=O)CSc2nnc(Cc3ccccc3)o2)sc(C)c1C	-16%	-13
43	Cn1c(=O)n(C)c2cc(NS(=O)(=O)c3ccc4c(c3)CCCC4)ccc21	?	.
44	CC(C)(C)Nc1nc(OCC(F)(F)F)nc(OCC(F)(F)F)n1	?	.
45	COC(=O)C(C)Sc1nnc(-c2ccncc2)o1 (configuration not stated)	?	.

Next section, starting with the last 4 of the part before.
Fields: S3 lipid droplet | S3 lipid droplet cell count max
42) CCOC(=O)c1c(NC(=O)CSc2nnc(Cc3ccccc3)o2)sc(C)c1C
    -16% | -13
43) Cn1c(=O)n(C)c2cc(NS(=O)(=O)c3ccc4c(c3)CCCC4)ccc21
    ? | .
44) CC(C)(C)Nc1nc(OCC(F)(F)F)nc(OCC(F)(F)F)n1
    ? | .
45) COC(=O)C(C)Sc1nnc(-c2ccncc2)o1 (configuration not stated)
    ? | .
46) Cc1cccc(C(=O)NNC(=O)c2ccccc2O)c1
    7% | 15
47) Cc1cccc(Cn2nc(C(C)(C)C)cc2C(=O)Nc2ccc(F)cc2)c1
    11% | -10
48) CN(CC(=O)Nc1ccccc1C(F)(F)F)C(=O)c1ccccc1Sc1ccccc1C#N
    ? | .
49) CCOc1cc(S(=O)(=O)n2ccc(C)n2)ccc1Br
    ? | .
50) Cc1ccc(-c2nnc(CSc3nc4cc5c(cc4cc3C)OCO5)o2)cc1
    ? | .
51) COc1ccc(-n2c(CN3CCOCC3)nc3ccc([N+](=O)[O-])cc3c2=O)c(OC)c1
    16% | 20
52) CC(C)Oc1ccc(CCc2n[nH]c(=S)n2-c2ccccc2)cc1
    3% | 16
53) N=C1S/C(=C\c2ccc(-c3ccccc3C(=O)O)o2)C(=O)N1c1ccc2c(c1)OCO2
    ? | .
54) Cc1nc2ccccc2c2oc(C(=O)NCCCN3CCC(C)CC3)cc12
    ? | .
55) COc1cc(C#Cc2ccc3cc(C(C)(C)O)oc(=O)c3c2)cc(OC)c1
    i | 4
56) Nc1nc(SCC(=O)NCCC(c2ccccc2)c2ccccc2)n[nH]1
    i | .
57) Cc1onc(-c2ccccc2)c1C(=O)Nc1nnc(N(C)Cc2ccccc2)s1
    9% | 6
58) COc1cccc(NC(=O)COC(=O)CC(NC(N)=O)c2ccc(Cl)cc2)c1 (configuration not stated)
    ? | .
59) CN=C1S/C(=C\c2ccc(N3CCOCC3)c(F)c2)C(=O)N1C
    ? | .
60) CCn1c(COc2ccc(OC)cc2)nc2ccccc21
    12% | 2
61) COc1ccccc1C(=O)NNC(=O)C(=O)Nc1ccc(C)c(Cl)c1
    ? | .
62) Cc1ccc(C)c(OCC(=O)NC(Cc2c[nH]c3ccccc23)C(=O)O)c1 (configuration not stated)
    ? | .
63) CCOc1ccc(-n2cnnn2)cc1S(=O)(=O)NCCc1ccc(OC)c(OC)c1
    i | .
64) CCCNc1ncnc2onc(C)c12
    ? | .
65) COc1ccc(/C=C/CN2CCN(Cc3cccc(OC)c3)C(CCO)C2)cc1 (configuration not stated)
    ? | .
66) CC1(C)CC(=O)C(Sc2ccccc2)=C(O)C1
    14% | -9
67) Cc1cccc(C)c1N1CCN(S(=O)(=O)N2CCCCC2)CC1
    10% | .
68) c1ccc(Cc2noc(CN3CCN(C4CCc5ccccc5C4)CC3)n2)cc1 (configuration not stated)
    3% | 19
69) CCOC(=O)c1ccc(NC(=S)NCc2cccnc2)cc1
    -14% | 4
70) CCN(CC)S(=O)(=O)c1ccc(Cl)c(C(=O)NCc2ccccc2Cl)c1
    ? | .
71) COc1cc(NC(=O)CN2CCN(S(=O)(=O)/C=C/c3ccccc3)CC2)cc(OC)c1OC
    ? | .
72) COc1ccc(C(=O)N/N=C(\C)CC(=O)Nc2ccc(Cl)cn2)cc1
    14% | 8
73) C#CC(CC)(CC)NC(=O)NC1CCCCC1
    ? | .
74) OCc1cn(-c2ccccc2)nc1-c1ccc2c(c1)OCCO2
    i | 37
75) Cc1ccc(-n2cnc3sc(C)c(C)c3c2=O)cc1
    ? | .
76) Cc1cccc2c1cnn2C(=O)Nc1ccccc1Br
    ? | .
77) O=C(NCCNc1ccnc2cc(Cl)ccc12)c1ccccc1F
    ? | .
78) c1ccc(CNc2nc3ccccc3n3cnnc23)nc1
    ? | .
79) COc1ccc(NC(=O)c2cn(CCC#N)nc2-c2cc3ccccc3o2)cc1
    ? | .
80) Cc1ccc(-c2csc(N(CCO)CCCn3c(C(F)(F)F)nc4ccccc43)n2)cc1
    i | -22
81) Cc1ccc(S[C@@H](CCN2CC[C@H](C(C)(C)C)CCC2=O)c2ccccc2)cc1
    -12% | -5
82) Cc1ccc(NC(=O)CC2COc3ccccc3O2)cc1 (configuration not stated)
    -12% | 18
83) CCN(CC)c1ccc(N=Cc2ccc(N(CC)CC)cc2O)cc1
    ? | .
84) COc1cc(SC)ccc1C(=O)NCC1CCCCC1
    3% | 24
85) c1ccc2sc(NC3=NCN(Cc4ccc5c(c4)OCO5)CN3)nc2c1
    ? | .
86) CCC(C)NC(=O)C1CCCN(C(=O)Nc2ccc(F)cc2)C1 (configuration not stated)
    ? | .
87) COc1ccc(S(=O)(=O)Nc2ccccc2C(N)=O)cc1OC
    ? | .
88) CCC(=O)Nc1ccc(C(=O)N/N=C/c2c(C)[nH]c3ccccc23)cc1
    ? | .
89) CCc1nc(C)cn1S(=O)(=O)c1cc(C)c(OC)cc1C
    0% | 1
90) COc1ccc(C(=O)N2CCCC(CCC(=O)N3CCN(c4ccccn4)CC3)C2)cc1 (configuration not stated)
    8.2µM* | -16*
91) C/C(=N\NC(=O)C1COc2ccccc2O1)c1ccc(N2CCOCC2)cc1 (configuration not stated)
    ? | .
92) O=C(CS(=O)(=O)c1ccc(Cl)c(Cl)c1)Nc1ccccc1Cl
    ? | .
93) C(=N\n1cnnc1)/c1cccc2ccccc12
    ? | .
94) CCOc1ccc2nc(NC(=O)CSc3nc(SC)ns3)sc2c1
    ? | .
95) Cc1ccc(/C=C2\SC(=S)N(CCC(=O)Nc3cccnc3)C2=O)cc1
    9% | 16
96) CCOc1ccccc1C(=O)Nc1ccc(S(=O)(=O)Nc2nccc(C)n2)cc1
    0% | -4
97) C=CCNC(=O)c1ccccc1SCc1c(C)noc1C
    18% | 11
98) COc1ccc2oc(C(=O)OCC(=O)N(CCC#N)c3ccccc3)c(C)c2c1
    ? | .
99) CCNC(=S)N(CCc1ccc(S(N)(=O)=O)cc1)C1CC(=O)N(c2ccccc2)C1=O (configuration not stated)
    5% | -9
100) COc1cccc(C(=O)NCC(=O)OCC(=O)C(C)(C)C)c1
    -3% | 1
101) Cc1ccc(SC(C)C(=O)Nc2c(C)n(C)n(-c3ccccc3)c2=O)cc1 (configuration not stated)
    i | .
102) c1cc(N2CCCC2)ccc1C(c1nnnn1C1CCCCC1)N1CCOCC1 (configuration not stated)
    ? | .
103) Cc1ccc(CNC(=O)Cn2ccc3cc(S(=O)(=O)N4CCCCCC4)ccc32)cc1
    ? | .
104) COCCCNc1ncnc2c1[nH]c1ccccc12
    ? | .
105) COc1ccc(Br)cc1S(=O)(=O)NCc1ccccn1
    ? | .

The final 6 compounds of the part before come first, to join the parts:
Fields: S3 lipid droplet | S3 lipid droplet cell count max
100) COc1cccc(C(=O)NCC(=O)OCC(=O)C(C)(C)C)c1
    -3% | 1
101) Cc1ccc(SC(C)C(=O)Nc2c(C)n(C)n(-c3ccccc3)c2=O)cc1 (configuration not stated)
    i | .
102) c1cc(N2CCCC2)ccc1C(c1nnnn1C1CCCCC1)N1CCOCC1 (configuration not stated)
    ? | .
103) Cc1ccc(CNC(=O)Cn2ccc3cc(S(=O)(=O)N4CCCCCC4)ccc32)cc1
    ? | .
104) COCCCNc1ncnc2c1[nH]c1ccccc12
    ? | .
105) COc1ccc(Br)cc1S(=O)(=O)NCc1ccccn1
    ? | .
106) C=CCn1c(C)nc2c(cnn2-c2ccccc2)c1=O
    ? | .
107) CC(C)(C)c1ccc(OCC(=O)Nc2ccncc2)c(Br)c1
    ? | .
108) CC1(C)CCCC2=C1CC1C(=O)N(Cc3cccnc3)C(=O)C1C2 (configuration not stated)
    26% | .
109) CN(C1CCCCC1)S(=O)(=O)c1cccc(C(=O)Nc2ccccn2)c1
    ? | .
110) Cc1cccc(NC(=O)c2ccccc2NC(=O)c2ccccc2)n1
    ? | .
111) COc1cccc(/C=N/Nc2ncnc3scc(-c4ccccc4)c23)c1O
    ? | .
112) COc1ccc(N/C=C2\C(=O)c3c(sc(C)c3C)N(C)S2(=O)=O)cc1
    -7% | 0
113) Nc1ccc(S(=O)(=O)C(F)(F)F)cc1N
    ? | .
114) CC(CNC(=O)c1cccc(Br)c1)n1cncn1 (configuration not stated)
    ? | .
115) CC(=O)c1sc(N/N=C/c2cccc(O)c2)nc1C
    -9% | -21
116) CCN(CC)c1ccc(NC(=O)CCS(=O)(=O)c2cccc3nsnc23)c(C)c1
    ? | .
117) CC(=O)N1CCOc2ccc(S(=O)(=O)N3CCC(C(=O)Nc4cc(C)cc(C)c4)CC3)cc21
    i | 0
118) CCN1C(=O)[C@@H]2[C@@H](c3ccc(-c4ccc5c(c4)OCO5)c(OC)c3)N3CCCC[C@@]3(C(=O)OC)[C@@H]2C1=O
    i | .
119) Cc1ccc(Nc2ccccc2N)cc1
    ? | .
120) CN1/C(=c2/s/c(=C3/C(=O)N(c4ccccc4)NC3=Nc3ccccc3)n(C)c2=O)C(C)(C)c2ccccc21
    ? | .
121) COCCCN1C(=O)C(=O)/C(=C(/O)c2ccccc2)C1c1ccc2c(c1)OCO2 (configuration not stated)
    ? | .

Assay outcomes: PubChem, National Center for Advancing Translational Sciences (NCATS)
